Compound activity deposited in PubChem BioAssay by Sanford-Burnham Center for Chemical Genomics.
CCR6 antag: blocks CCL20-driven beta-arrestin recruitment at human CCR6; P51684; inhibition, % at 20 µM; AID 493098; CHO-K1 CCR6 PathHunter beta-arrestin, luminescence, CCL20-stimulated; 340,000 compounds, 0.49% hits;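 active means compounds whose inhibition of the agonist-driven luminescence signal at 20 µM reaches about 50%, limit read from the data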;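 further: cells stimulated with CCL20 at 14 nM final; plate controls were DMSO with CCL20 for no effect and DMSO without agonist for full effect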
697 NFkB inh: inhibitors of the PMA/ionomycin-induced NF-kB reporter in 697 B cells; 330,000 compounds, 0.33% hits; 697 B-cell NF-kB luciferase reporter, 16 h; inhibition, % at 4 µM; in the data active means inhibition above about 35%
EBI2 antag: EBI2 (human) antagonism. EBI2 beta-arrestin recruitment, luminescence, 7a,25-OHC stimulated. inhibition, % at 5 µM. 360,000 compounds, 0.81% hits; in the data active means inhibition above about 38%;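 further: enzyme fragment complementation signal reports receptor beta-arrestin coupling in cells; 0% = agonist plus DMSO wells and 100% = wells without agonist; some results beyond the cut were filed as inactive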
Target sequence (P32249 whole entry, looked up, the tested form may be a part): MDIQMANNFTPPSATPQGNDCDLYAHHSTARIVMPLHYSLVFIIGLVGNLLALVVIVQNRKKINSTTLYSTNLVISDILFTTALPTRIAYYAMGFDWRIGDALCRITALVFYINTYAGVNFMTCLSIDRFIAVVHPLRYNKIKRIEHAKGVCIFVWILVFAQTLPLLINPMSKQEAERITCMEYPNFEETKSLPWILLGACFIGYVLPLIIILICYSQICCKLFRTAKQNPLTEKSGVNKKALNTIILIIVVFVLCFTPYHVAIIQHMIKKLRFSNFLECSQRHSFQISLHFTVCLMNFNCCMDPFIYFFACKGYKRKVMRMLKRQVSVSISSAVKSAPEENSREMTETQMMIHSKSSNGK
UBC13 inh: human UBC13 polyubiquitination inhibition. P61088. UBC13 polyubiquitin chain formation, TR-FRET. 330,000 compounds, 0.47% hits. inhibition, % at 20 µM; in the data active means inhibition above about 45%, passing the limit was not always enough
Target sequence (P61088 whole entry, looked up): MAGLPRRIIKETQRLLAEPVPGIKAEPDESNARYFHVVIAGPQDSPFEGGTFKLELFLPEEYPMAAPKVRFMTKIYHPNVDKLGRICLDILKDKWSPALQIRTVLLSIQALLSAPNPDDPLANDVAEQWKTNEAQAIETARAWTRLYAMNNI
Jurkat NFkB inh: inhibitors of the PMA/ionomycin-induced NF-kB reporter in Jurkat cells; 330,000 compounds, 0.53% hits; PMA/ionomycin-induced NF-kB luciferase reporter, luminescence; inhibition, % at 4 µM; AID 435003; in the data active means inhibition above about 50%
APJ antag: APJ receptor antagonism | P35414 | CHO-K1 APJ beta-arrestin complementation, luminescence | inhibition, % at 20 µM | 330,000 compounds, 0.32% hits | AID 2521;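 active means inhibition above about 40% at 20 µM, limit read from the data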;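 further: cells challenged with 10 nM apelin-13 agonist together with compound; plate controls were apelin-13 plus DMSO wells for no effect and DMSO wells lacking apelin-13 for full effect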
Target sequence (P35414 whole entry, looked up): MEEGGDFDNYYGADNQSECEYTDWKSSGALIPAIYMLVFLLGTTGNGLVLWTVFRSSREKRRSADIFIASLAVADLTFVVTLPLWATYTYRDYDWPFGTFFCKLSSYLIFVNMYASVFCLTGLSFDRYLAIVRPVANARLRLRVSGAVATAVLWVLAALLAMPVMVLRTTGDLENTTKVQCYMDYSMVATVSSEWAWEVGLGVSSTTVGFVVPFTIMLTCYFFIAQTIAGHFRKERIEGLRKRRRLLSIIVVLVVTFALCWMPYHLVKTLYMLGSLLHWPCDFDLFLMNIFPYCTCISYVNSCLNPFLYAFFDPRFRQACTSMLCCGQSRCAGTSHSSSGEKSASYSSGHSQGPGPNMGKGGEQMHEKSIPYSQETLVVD
CXCR6 inh: inhibitors of human CXCR6 receptor; inhibition, % at 20 µM; 360,000 compounds, 0.36% hits; AID 602244; CHO-K1 PathHunter CXCR6 beta-arrestin, luminescence; O00574; in the data active means inhibition above about 34%, passing the limit was not always enough;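 further: antagonist mode with CXCL16 agonist at 10 nM final; 0% = 10 nM CXCL16 with DMSO and 100% = unstimulated wells without agonist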
Gli-Sufu antag: Gli-Sufu pathway antagonism; inhibition, % at 5 µM; Sufu-KO-LIGHT fibroblasts, Gli luciferase reporter luminescence; 340,000 compounds, 0.74% hits; AID 588413;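 active means inhibition above about 55%, limit read from the data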;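 further: 0% = DMSO-treated cells and 100% = wells with medium but no cells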
* = called active by the depositor; / = no result given; & = joins results of further samples. Compounds were not picked by outcome; about 3% have a hit in one of these screens.

SMILES	CCR6 antag	697 NFkB inh	EBI2 antag	UBC13 inh	Jurkat NFkB inh	APJ antag	CXCR6 inh	Gli-Sufu antag
CCCCCC1CCC(c2nnc(SCC(C)=O)o2)CC1 (stereo unspecified)	8.1	27.1	-4.6	1.8	5.1	20.4	-0.5	1.9
Cc1csc(=Nc2ccc(S(=O)(=O)N3CCOCC3)cc2)n1Cc1ccco1	7.5&-8.7	1.7	-6.7&4.0	-1.5	3.3	-4.4	-1.5&1.8	3.0&7.3
CC1CCN(C(=S)NC(=O)c2cccc([N+](=O)[O-])c2)CC1	5.6	-2.0	0.4	-2.2	-5.0	19.2	6.3	-11.9
OC1(c2ccccc2)C/C(=N\n2cnnc2)C=C1c1ccccc1 (stereo unspecified)	2.2	-4.8	-10.1	-8.3	-6.8	16.4	0.2	-1.0
CCOc1ccc(NC(=O)C(C)Oc2ccccc2C(=O)Nc2cccc(Cl)c2Cl)cc1 (stereo unspecified)	4.6	-32.2	25.7	-9.6	-12.2	-0.1	14.1	-12.8
CSCC[C@H](NC(=O)OC(C)(C)C)C(=O)N1CCC(C(=O)NCC(=O)Nc2ccc(C)cc2)CC1	-5.5	7.1	8.7	3.8	-3.1	0.0	-2.8	-3.4
O=C(NC1CCCCCC1)c1cccc(COCC(F)(F)F)c1	4.5	-16.8	13.9	4.1	-4.2	-0.6	0.1	-16.1
N=c1n(CC(=O)c2ccc([N+](=O)[O-])cc2)c2ccccc2n1Cc1ccccc1Cl	17.0	/	9.9	/	/	/	-13.2	21.8
CC(=O)c1c(C)[nH]c(C(=O)NCCc2ccc(Cl)cc2)c1C	6.1	16.3	14.7	4.6	4.0	4.2	1.4	1.1
Cc1ccc(NC(=O)CSc2nnc(CNC(=O)c3ccco3)n2C)c(C)c1	7.6	19.5	-5.8	-4.8	-2.0	12.2	-1.1	/
CCOc1ccc(S(=O)(=O)N2CCOCC2)cc1NC(=O)CN1C(=O)NC2(CCCC2)C1=O	7.3	9.3	-1.1	-1.2	14.5	-15.7	4.4	25.8
COc1ccc(C(=O)/C=C/c2ccc(OC3CSC3)cc2)cc1OC	17.4	11.2	20.5	12.2	12.8	3.5	4.0	5.5
Cc1noc(C)c1NC(=O)N(C)C[C@H]1Oc2ccc(NS(=O)(=O)c3ccccc3)cc2C(=O)N([C@H](C)CO)C[C@@H]1C	7.2	2.8	-0.6	-8.6	-12.0	0.9	1.9	-4.5
COc1ccc(NC(=O)CSc2nc3ccc(OC)cc3[nH]2)cc1	4.5	3.9	0.1	-5.0	-5.1	-5.4	1.0	-5.0
S=c1[nH]nc([C@@H]2C[C@H]2c2ccccc2)n1-c1ccccc1Cl	-13.6	-3.3	-8.2	-4.8	-0.6	-1.0	-7.2	-2.2
COc1ccc(/C=C/C(=O)Oc2cc(C)[nH]c(=O)c2[N+](=O)[O-])cc1OC	-4.5	20.0	-3.3	8.4	7.4	12.1	4.1	-24.5
Cc1ccc[n+](CC(=O)c2ccccc2)c1	/	-8.9	/	-7.0	-23.2	-1.1	/	/
O=C(O)c1cnc(-c2ccccc2)nc1Sc1ccc(Cl)cc1Cl	-10.8	3.4	7.8	-13.0	2.2	1.8	-3.3	-1.7
Cc1cc(C)cc(-c2nnc(SCC(=O)NCC3CCCO3)o2)c1 (stereo unspecified)	11.3	/	-5.2	/	/	/	6.3	-5.3
C=CCOc1ccc(/C=C/C(=O)OCC(=O)N(C)C2CCS(=O)(=O)C2)cc1 (stereo unspecified)	5.3	1.5	-16.6	-9.7	6.9	6.7	-5.8	-8.2
CCOC(=O)N1CCN(C(=O)c2ccccc2-c2ccccc2)CC1	1.1	-42.5	-8.2	-9.6	48.5	7.4	-7.4	-1.5
COc1cc(/C=N/NC(=O)c2ccc(O)cc2)ccc1OCC(=O)Nc1cccc([N+](=O)[O-])c1	2.7	7.6	4.9	13.1	-31.7	16.6	2.4	-8.3
CC(OC(=O)c1ccc(-c2ccc(O)cc2)cc1)C(=O)NC1CCCCC1C (stereo unspecified)	15.4	-10.5	6.7	9.4	-1.4	-60.4	-2.4	-12.5
COc1cccc(C2C(C#N)=C(C)NC3=C2C(=O)CC(C)(C)C3)c1 (stereo unspecified)	8.6	-9.8	-2.9	7.5	-6.6	4.0	-0.4	4.2
COC(=O)c1cc(-c2ccc(OC)c(OC)c2)on1	-14.2	0.1	-1.5	-7.0	-5.7	-9.4	-4.4	3.1
C=CCN1C=C2C(=O)C(C)(OC(=O)CCc3ccccc3)C(=O)C=C2C=C1c1ccc(C#N)cc1 (stereo unspecified)	-6.6	13.0	-7.2	-1.6	-3.1	-6.7	-12.5	-3.8
CCn1cc(/C=N\NC(=O)c2ccc(F)cc2)cn1	1.5	0.1	-7.2	-3.0	5.3	-9.6	5.1	-4.7
CCOC(=O)c1ccc(N2C(=O)c3n[nH]c(C)c3C2c2ccc(OC)cc2)cc1 (stereo unspecified)	36.7	16.9	25.8	7.2	-3.7	23.1	30.8	7.4
Cc1ccc(S(=O)(=O)N2[C@@H](c3ccc(C(C)(C)C)cc3)C(C(=O)O)=CC[C@H]2c2ccc(Cl)c(Cl)c2)cc1	-7.8	18.8	-1.5	-17.2	-10.6	1.2	-2.6	-2.3
O=C1CCC2(CCCCC2)N1	-8.2	/	5.4	/	/	/	-9.1	1.5
O=C(CSc1nnc2ccccn12)Nc1cccc(S(=O)(=O)N2CCOCC2)c1	-5.7	7.0	-3.0	8.0	0.6	-3.0	4.1	3.3
O=C(COC(=O)COc1ccc2c(c1)CCC2)Nc1ccccc1	0.3	-1.0	5.9	9.4	-13.0	-1.7	-8.9	-2.5
COc1ccc(CCC(=O)Nc2nc3ccccc3[nH]2)cc1OC	-21.1	14.8	-12.1	-8.8	4.5	7.5	-0.4	-19.4
O=C(NCCc1ccccn1)c1ccc2nc(Cc3ccccc3F)oc2c1	0.3	-99.9	2.1	1.4	-80.4	13.1	2.8	-23.2
CC(NC(=O)c1cccc(OC2CCN(C3CCN(C)CC3)CC2)c1)c1ccccc1 (stereo unspecified)	11.3	-11.9	5.5	7.3	-17.3	-32.7	6.5	0.0
CCOC(=O)C1CCN(C(=O)Cn2nc(CC)n3cccc3c2=O)CC1	-2.3	4.5	1.5	2.0	4.3	1.3	2.5	-12.3
CCOc1cc(CN2CCN(C(=O)CC(C)C)CC2)ccc1OC	-5.2	1.6	10.1	1.6	3.1	8.2	7.8	-7.6
CN(C)C(=O)C[n+]1ccc(C(N)=O)cc1	-8.4	-8.4	-0.7	4.7	0.0	4.5	-1.6	2.8
Cc1ccc(C(=O)OCC(=O)NNC(=O)COc2ccc(Cl)cc2)c(O)c1	2.4	11.7	13.6	9.8	12.2	-63.7	-12.0	-3.8
COc1ccc(CCNCC(O)COc2cccc(Br)c2)cc1OC (stereo unspecified)	12.0	3.6	2.0	2.4	1.6	4.3	-0.4	16.8
COc1ccc(/C=C2/SC(=O)N(CCNC(=O)C3COc4ccccc4O3)C2=O)cc1 (stereo unspecified)	-2.4	-16.7	3.6	-15.9	-31.3	-23.0	-13.7	0.2
Cc1ccc(NC(=O)CCCCCC2NC(=O)NC2C)cc1 (stereo unspecified)	-8.9	13.9	-9.0	13.8	-2.8	-10.1	-0.4	-3.7
Cc1nn(Cc2ccccc2)c(C)c1/C=N/NC(=O)c1ccncc1	-4.6	-4.1	4.8	3.3	-5.4	11.4	-6.0	-2.4
COc1ccc(CN(C(=O)c2ccccc2OC)C2CCS(=O)(=O)C2)cc1 (stereo unspecified)	-5.4	1.4	-11.1	-11.1	-8.4	-43.4	2.6	2.6
CN(Cc1ccccc1F)c1nc(-c2cccs2)nc2ccccc12	8.3	6.8	-37.4	3.6	-14.8	19.8	-9.8	0.6
COc1cc(CNn2nnnc2N)ccc1OCc1c(Cl)cccc1Cl	11.2	-12.2	11.4	7.0	-0.8	4.1	-0.9	6.2
O=C(OCC(=O)N1CCOCC1)c1cccc(F)c1	12.7	-10.4	-8.8	0.0	-36.6	20.0	10.3	-33.3
COc1ccc([C@H]2CC(=O)C=C(c3ccccc3)C2)cc1	13.2	2.2	41.4*	-1.1	9.5	2.1	2.8	-4.1
COc1ccc(N2CCN(C(=O)c3cn(C4CCCC4)c(=O)c4c3c3ccccc3n4C)CC2)cc1	3.3	-21.8	17.0	-2.3	-5.7	-6.1	1.6	24.6
CCc1nnc(NC(=O)CSc2nnc(C(C)NC(=O)c3ccccc3)n2C)s1 (stereo unspecified)	2.2	10.5	-3.5	0.5	-1.5	-24.3	-1.5	-4.8
CCCCCc1nc2c(c(=O)c3ccccc3n2C)c(=O)n1Cc1ccc(OC)cc1	11.5	-7.8	-10.8	10.2	11.4	29.1	-0.4	-2.0
CC1Cn2c(CCc3ccccc3)nnc2S1 (stereo unspecified)	10.7	3.3	0.5	-0.9	15.1	0.6	3.3	53.6
CCCCCCSc1ccc(-c2nc3ccc(Cl)cn3c2NC2CCCCC2)cc1	16.7	-19.5	9.0	32.7	0.2	9.0	2.2	7.1
CCOC(=O)c1ccc(S(=O)(=O)NC2CC2)cc1	9.6	-11.1	-2.0	6.7	7.7	-4.0	0.2	-9.1
Cc1ccc(-c2noc(C3CCN(S(C)(=O)=O)CC3)n2)o1	-9.5	-5.5	3.5	6.9	-22.8	9.8	16.0	-21.7
CCN(CC)CC(=O)N1c2ccccc2Sc2ccccc21	4.1	11.1	-10.5	1.5	-8.5	-0.9	3.1	7.6
COCCn1c(SCC(=O)NC2(C#N)CCCCC2)nc2ccccc2c1=O	-6.9	-0.4	14.4	-0.9	-1.8	-1.1	4.6	-6.4
COc1ccc(NS(=O)(=O)c2cc(NC(=O)C3CCCO3)ccc2N2CCCC2)cc1 (stereo unspecified)	5.9	7.5	3.5	3.2	1.0	-22.3	4.6	1.9
CCN(CC)c1ccc(C2=NNC(=O)CC2C)cc1[N+](=O)[O-] (stereo unspecified)	1.6	21.0	-3.2	-35.5	2.8	6.9	0.6	4.1
COc1ccc(-c2cnnn2-c2ccc(NC(=O)c3ccc(S(=O)(=O)N4CCCCC4)cc3)cc2)cc1	15.8	-11.2	-3.6	-5.2	15.6	-9.0	-5.3	12.6

5 entries drawn at random from the list so far, as already listed:
SMILES	CCR6 antag	697 NFkB inh	EBI2 antag	UBC13 inh	Jurkat NFkB inh	APJ antag	CXCR6 inh	Gli-Sufu antag
CC(NC(=O)c1cccc(OC2CCN(C3CCN(C)CC3)CC2)c1)c1ccccc1 (stereo unspecified)	11.3	-11.9	5.5	7.3	-17.3	-32.7	6.5	0.0
COc1cc(CNn2nnnc2N)ccc1OCc1c(Cl)cccc1Cl	11.2	-12.2	11.4	7.0	-0.8	4.1	-0.9	6.2
O=C(COC(=O)COc1ccc2c(c1)CCC2)Nc1ccccc1	0.3	-1.0	5.9	9.4	-13.0	-1.7	-8.9	-2.5
CCCCCc1nc2c(c(=O)c3ccccc3n2C)c(=O)n1Cc1ccc(OC)cc1	11.5	-7.8	-10.8	10.2	11.4	29.1	-0.4	-2.0
CCN(CC)CC(=O)N1c2ccccc2Sc2ccccc21	4.1	11.1	-10.5	1.5	-8.5	-0.9	3.1	7.6

Additional structures
SMILES	CCR6 antag	697 NFkB inh	EBI2 antag	UBC13 inh	Jurkat NFkB inh	APJ antag	CXCR6 inh	Gli-Sufu antag
O=C1c2ccccc2/C(=C\C#Cc2ccccn2)N1c1ccccc1	16.2	-110.8	11.1	-10.8	-5.3	21.2	4.2	-48.5
O=C1CCCC(O)=C1N=Nc1ccc(C(=O)O)cc1	6.5	10.9	-14.4	-10.9	-6.0	-14.9	-0.8	4.3
CCOC(=O)c1[nH]c2ccc(Cl)cc2c1-c1ccccc1	2.1	-4.5	26.2	7.5	4.3	-3.9	-4.2	4.7
CCOC(=O)C1CCN(C(=O)CSC2=NCCS2)CC1	3.9	-21.6	-25.7	-5.0	-9.4	-10.4	-13.0	-1.9
Cc1ccc(-n2cc(C(=O)c3ccccc3O)cn2)cc1	-1.2	-187.7	2.0	8.7	-69.0	-4.1	-1.5	-13.7
